Bioassay records deposited in PubChem BioAssay by several laboratories.
Insulin prom inh: TRM-6 insulin promoter activity inhibition. TRM-6 cells (human fetal islet line), insulin promoter-eGFP reporter, imaging; reporter expression induced with tamoxifen. inhibition, % at 2 µM. 130,000 tested, 0.9% active;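 active means inhibition above the mean plus 3 SD, with well images judged a real hit on visual review, cut at about 60% in these data, passing the limit was not always enough; inconclusive means inhibition over the cutoff but images rejected on review; inactive means inhibition not above the cutoff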
sdo1 growth: restores growth of sdo1-depleted yeast | S. cerevisiae sdo1-depleted JHY4D growth rescue, OD600 30 h; stronger effect = higher value; pdr5 snq2 efflux-pump mutant strain | z-score at 10 µM | 140,000 tested, 0.21% active | AID 817;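 active means z-score above 3 at both the 24 hr and the 30 hr optical density reads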;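 further: z-score against mean and SD of all compound wells on the same plate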
sdo1 growth Rescue 24 h: further read-out of sdo1 growth, marked with its call; z-score; S. cerevisiae sdo1-depleted JHY4D growth rescue, OD600; measured here: growth rescue at 24 h;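 0 is the plate mean of compound wells and units are plate SD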
Starred values were filed as active, the others as inactive; ? = inconclusive; nt = no result given. The list is partial; rates above refer to the full screens.

SMILES	Insulin prom inh	sdo1 growth	sdo1 growth Rescue 24 h
Cc1cc(N/N=C/c2ccc(O)cc2)nc(NS(=O)(=O)c2ccccc2)n1	nt	0.57	0.2
O=C(NCc1ccccc1Cl)c1ccc[nH]1	-48.6	nt	nt
CCOc1ccccc1/C=N/NC(=O)Cc1csc(Nc2cccc(C(F)(F)F)c2)n1	nt	-0.54	-1.1
O=C(O)CC(C(=O)Nc1ccc(Cl)c(Cl)c1)C1CCCO1 (configuration not stated)	-46.9	0.42	-0.23
CCCCCc1ccc(-c2nnc(N)s2)cc1	-12.2	nt	nt
COc1ccc2[nH]c(=O)c(CN(CCCN(C)C)C(=O)Nc3ccc(F)cc3)cc2c1	-81.8	0.92	-0.01
COc1ccc(NC(=O)CCSc2nnc(C)s2)cc1	-71.4	-0.28	-0.72
O=C(CSCc1ccccc1)Nc1cccc(F)c1	nt	-0.27	-0.55
O=C(CSc1ccc(-c2ccco2)nn1)NCc1ccccc1Cl	-80.7	-0.64	-0.76
C=CCOC(=O)COc1ccc2c(C)c(C)c(=O)oc2c1C	23.7	-1.02	-1.41
COc1ccccc1N1CCN(C(=O)/C=C/c2ccc3c(c2)OCO3)CC1	nt	-0.78	-0.39
O=C(CCc1ccccc1)OCC(=O)c1ccc(Br)cc1	-21.4	0.28	-0.81
O=C1N=C(c2ccccc2)C(c2ccccc2)N1 (configuration not stated)	nt	1	0.84
COc1cc(/C=N/NC(N)=O)ccc1OC(=O)c1ccc(C)cc1	15.4	0.26	0.78
Cc1c(NC(=O)c2ccc(C(C)(C)C)cc2)cccc1[N+](=O)[O-]	19.2	-1.15	-1.21
CCN(CC)C(=O)NC1CC2CCCC(C1)N2Cc1ccccc1 (configuration not stated)	nt	0.27	-0.57
CCn1nc(C(=O)NC2=NCCS2)c2ccccc2c1=O	nt	1.49	1.61
C=CCNC(=O)c1onc(CSc2cc(C)cc(C)c2)c1C(=O)O	37.8	0.6	-0.17
O=C(C1CCCCN1S(=O)(=O)c1ccc(F)cc1)N1CCN(c2ccccc2F)CC1 (configuration not stated)	nt	-1.08	-1.34
Cc1ccc2nc(NC(=O)CNS(=O)(=O)c3ccc(Br)s3)sc2c1	nt	-2.11	-1.24
COc1ccc(C(=O)/C=C(/C)N(C)C)cc1	-6.8	1.58	1.82
COc1ccc(CCNc2ccncn2)cc1	-51.4	1.72	1.6
CCOC(=O)C1=C(C)NC(=O)NC1c1ccco1 (configuration not stated)	11.5	0.11	-0.88
O=C1CN(C(=O)COC(=O)CCSc2ccccc2Cl)c2ccccc2N1	-42.0	-0.03	-0.51
CC(NC(=O)COC(=O)C1CCN(S(=O)(=O)c2ccccc2C(F)(F)F)CC1)c1ccccc1 (configuration not stated)	30.8	1.2	1.46
COc1ccc(N2CCN(C(CNC(=O)c3ccco3)c3cccnc3)CC2)cc1 (configuration not stated)	0.0	-0.51	-0.84
COc1ccc2cc3cc(C(=O)NCCN4CCN(c5ccccc5F)CC4)oc3nc2c1	21.9	-2.54	-0.66
CCn1nc(CC(=O)Nc2ccc(-n3cnnn3)c(C)c2)c2ccccc2c1=O	-7.1	0.8	0.92
Cc1ccc(/C=N\n2c(-c3ccccc3)n[nH]c2=S)s1	37.9	-0.79	-0.32
c1cc2c3c(cccc3c1)NC1(CCCCCC1)N2	18.5	-0.51	-0.06
Cc1cc(C)cc(NC(=S)N=Nc2c(O)n(C)c3ccc(S(=O)(=O)N4CCOCC4)cc23)c1	nt	-1.46	-1.06
CCOC(=O)C1=C(CC)Nc2ccccc2N=C1NC(=O)Cn1cnc2ccccc2c1=O	39.3	-0.36	-0.88
Cc1cc(C)cc(Nc2ccc([N+](=O)[O-])nc2[N+](=O)[O-])c1	nt	-0.86	-0.66
COc1ccc(Cc2nnc3n2N=C(c2cc4ccccc4o2)CS3)cc1OC	40.0	nt	nt
Oc1cccc2ccc(Nc3ccccn3)nc12	nt	-2.51	-1.59
Cc1ccc(NC(=O)c2ccc(NCCCN3CCC(C)CC3)c([N+](=O)[O-])c2)cc1F	33.3	nt	nt
C=CCc1cc(/C=C2/NC(=S)NC2=O)cc(OC)c1O	nt	1.17	-0.02
O=C(CN1C(=O)c2ccccc2S1(=O)=O)Nc1ccccc1	8.6	-0.84	-1.59
Cn1c(=O)c2c(O)cc(=O)[nH]c2n(-c2ccccc2)c1=O	38.9	1.45	1.13
O=C(CCCCCNc1nc(=S)[nH]c2ccccc12)NCCC1=CCCCC1	-14.3	nt	nt
Cc1cc(-c2n[nH]c(=S)n2/N=C/c2ccccc2[N+](=O)[O-])n[nH]1	-6.1	0.25	-1.28
CCCCNC(=S)N(C)/N=C/c1ccc(OCC(=O)Nc2c(C)cc(C)cc2C)c(OC)c1	?	-1.1	-0.73
CN(C)c1cc[n+](CCC(=O)Nc2cccc([N+](=O)[O-])c2N)cc1	0.0	0.54	0.27
COc1ccc(C(=O)NCc2c(CC(C)C)oc(C)c2C(=O)O)cc1	7.7	0.65	0.81
Cc1ccccc1-n1c(-c2csc3ccccc23)n[nH]c1=S	13.3	-1.01	-0.53
CCc1ccccc1NC(=O)CSc1n[nH]c(C)c1[N+](=O)[O-]	nt	0.98	0.97
CC(C(=O)O)N1C(=O)/C(=C/C=C/c2ccco2)SC1=S (configuration not stated)	-3.3	-0.24	-0.57
CC(=O)c1ccc(C(=O)N(CCN(C)C)c2nc3c(Cl)cccc3s2)cc1	27.8	nt	nt

Structures shown so far with an aryl thioether with sulfur outside any ring, in the order listed:
SMILES	Insulin prom inh	sdo1 growth	sdo1 growth Rescue 24 h
COc1ccc(NC(=O)CCSc2nnc(C)s2)cc1	-71.4	-0.28	-0.72
O=C(CSc1ccc(-c2ccco2)nn1)NCc1ccccc1Cl	-80.7	-0.64	-0.76
C=CCNC(=O)c1onc(CSc2cc(C)cc(C)c2)c1C(=O)O	37.8	0.6	-0.17
O=C1CN(C(=O)COC(=O)CCSc2ccccc2Cl)c2ccccc2N1	-42.0	-0.03	-0.51
CCc1ccccc1NC(=O)CSc1n[nH]c(C)c1[N+](=O)[O-]	nt	0.98	0.97

Other entries follow.
SMILES	Insulin prom inh	sdo1 growth	sdo1 growth Rescue 24 h
N#Cc1cccc(OCC(=O)NC(=O)NCc2ccccc2)c1	29.7	nt	nt
O=C(CN(C1CCCCC1)S(=O)(=O)c1ccc(F)cc1)Nc1ccc2c(c1)OCO2	-6.2	-1.31	-1.09
O=C(CC(c1ccc(F)cc1)c1ccco1)N1CCCC1 (configuration not stated)	nt	0.27	0.44
CCOc1ccc(CC(=O)C2C(=O)CCCC2=O)cc1OCC	0.0	0.1	-0.16
CCOc1cc(C)c(Cl)cc1S(=O)(=O)NC1CC(C)(C)NC(C)(C)C1	13.5	-0.02	-0.14
CCCCC(=O)O[C@]1(C(=O)CO)CC[C@H]2[C@@H]3CCC4=CC(=O)CC[C@]4(C)[C@H]3[C@@H](O)C[C@@]21C	-68.2	0.54	0.74
O=C(NC1CCCCC1)N1CCCC1	53.9	0.18	-0.5
CC1CCC(NC(=O)c2ccc(S(C)(=O)=O)cc2)CC1 (configuration not stated)	-22.4	0.99	-0.62
Cc1cc2ncn(CCC(=O)NC(C)(C)C)c2cc1C	18.5	nt	nt
COC(=O)c1c(NS(C)(=O)=O)sc2c1CCCC2	66.7	-1.08	-0.86
O=C(O)c1cccc(-n2cccc2/C=C2\SC(=O)N(Cc3ccccc3F)C2=O)c1	-100.0	0.5	-0.12
CN=C(c1ccc(C)cc1)n1c(=S)nc(-c2ccc(C)cc2)n(C)c1=S	-80.0	nt	nt

Part of the list above, in markdown:
| SMILES | Insulin prom inh | sdo1 growth | sdo1 growth Rescue 24 h |
| --- | --- | --- | --- |
| N#Cc1cccc(OCC(=O)NC(=O)NCc2ccccc2)c1 | 29.7 | nt | nt |
| CN=C(c1ccc(C)cc1)n1c(=S)nc(-c2ccc(C)cc2)n(C)c1=S | -80.0 | nt | nt |
| O=C(O)c1cccc(-n2cccc2/C=C2\SC(=O)N(Cc3ccccc3F)C2=O)c1 | -100.0 | 0.5 | -0.12 |
| CCOc1ccc(CC(=O)C2C(=O)CCCC2=O)cc1OCC | 0.0 | 0.1 | -0.16 |

Further records
SMILES	Insulin prom inh	sdo1 growth	sdo1 growth Rescue 24 h
CCC(C)Sc1nc2c(c(=O)n1C)SC(C)C2 (configuration not stated)	30.0	-0.67	-0.85
Cc1[nH]c(=O)[nH]c(=O)c1S(=O)(=O)N(C)Cc1ccccc1	nt	1.25	1.38
CCCCNC(=O)CSc1nnc(-c2ccc(S(=O)(=O)N3CCCC3)cc2)n1C	-105.6	-0.28	-0.87
COc1ccc(-c2nnc(SCC(=O)c3cc(C)n(Cc4cccs4)c3C)o2)cc1	0.0	-0.83	0.59
CC1CN(Cc2ccccc2)c2ccccc2NC1=S (configuration not stated)	15.4	-2	-1.69
CCOc1ccc2c(c1)[N+](C)(C)C(C)(C)C=C2C	-27.3	nt	nt
Cc1cc(Nc2ccc(F)cc2C)n2ncnc2n1	nt	-0.38	-0.61
O=C(CSc1nc(-c2ccc(F)cc2)cs1)N1CCN(C(=O)c2ccco2)CC1	-21.9	-1.55	-1.87
CN1C/C(=C/c2ccsc2)C(=O)/C(=C/c2ccsc2)C1	nt	-1.06	-1.33
COc1cc(CNc2ccc3[nH]c(=O)[nH]c3c2)cc(Cl)c1OCC(=O)NC(C)(C)C	-61.1	0.99	0.99
Cc1ccc(C)c(C(C)NC(=O)c2ccccc2Br)c1 (configuration not stated)	-30.8	0.41	-0.03
COc1ccccc1OCCC(=O)OCCN1C(=O)c2ccccc2C1=O	nt	0.28	-0.32
C/C(=N\NC(=O)C(O)(c1ccccc1)c1ccccc1)c1ccc(C)o1	-15.4	1.43	1.7
O=C(c1ccc2c(c1)OCO2)N1CCN(c2ccc(Cl)cc2)CC1	-21.4	-0.27	-0.36
Cc1ccc(S(=O)(=O)NC(c2ccccc2)C(C)C(=O)n2nc(C)cc2C)cc1 (configuration not stated)	-117.4	-1.52	-1.2
O=C(NCc1ccco1)C(c1ccco1)N(Cc1cccs1)C(=O)Cn1nnc2ccccc21 (configuration not stated)	-34.9	-0.16	-1.24
CCOc1ccc(N2C(=O)C3C(C2=O)C3(c2ccccc2)c2ccccc2)cc1 (configuration not stated)	23.1	-0.49	-0.05
COc1ccc2c(c1)-c1nc(/N=C/c3cccc(OC)c3O)sc1CC2	47.2	-0.15	0.22
CCC(C)N1C(=O)CCC1C(=O)NCc1ccc2c(c1)OCO2 (configuration not stated)	nt	0.14	-0.31
COc1ccc(/C=C/C(=O)Nc2cccc(N3CCOCC3)c2)cc1OC	-16.7	0.26	0.2
CCN1c2ccccc2NC2N=C(OC)C(c3ccccc3)C21 (configuration not stated)	-135.7	-0.8	-1.21
COc1ccc(OC)c(NC(=O)c2ccc(NS(C)(=O)=O)cc2)c1	18.3	0.08	0.19
N/C(COc1ncn(-c2ccccc2)n1)=N\S(=O)(=O)c1ccccc1	5.9	nt	nt
CCC(C)NC(=O)c1ccc(N2CCC3(CC2)OCCO3)c([N+](=O)[O-])c1 (configuration not stated)	-34.3	0.3	0.32
Cc1cccc(NC(=O)c2cccc(Cn3cc(Br)c([N+](=O)[O-])n3)c2)c1C	-11.5	-1.03	-0.56
CC1C=CCC2C(=O)N(c3ccccc3OC(=O)c3ccco3)C(=O)C12 (configuration not stated)	25.0	nt	nt
C=CCn1c(COc2cccc3ccc(C)nc23)nnc1SCC(N)=O	50.0	-0.17	-0.78
CCOC(=O)CSc1nc(NC#N)nc(N(CC)CC)n1	2.6	0.71	0.44
COc1ccc2cc3cc(C(=O)Nc4ccc5c(c4)OCO5)oc3nc2c1	15.6	-0.99	0.9
COc1ccc(NC(=O)c2ccccc2-c2ccc(C(F)(F)F)cc2)cc1S(=O)(=O)N1CCOCC1	-38.5	-0.96	-1.4
O=C(CSc1nnnn1-c1ccccc1)Nc1ccc(Cl)cn1	43.8	-0.09	0.23
O=C1c2ccccc2C(=O)N1OS(=O)(=O)c1ccccc1	46.4	-1.71	-1.13
CCOC(=O)c1sc(SCC(=O)Nc2ccc(N(C)C)cc2)nc1N	-6.1	0.88	0.58
COc1ccc(C(=O)Oc2cc(N)n(S(=O)(=O)c3ccccc3)n2)cc1	22.2	nt	nt
CCOC(=O)C1(C)/C(=N/Nc2ccccc2Cl)C(=O)C(=O)N1c1ccccc1 (configuration not stated)	?	-1.16	-0.46
O=C(CCCCCn1c(=S)[nH]c2ccc(N3CCOCC3)cc2c1=O)NC1CCN(Cc2ccccc2)CC1	26.7	nt	nt
Cc1cc(C)nc(NS(=O)(=O)c2ccc(NC(=O)c3ccc4c(c3)OCCO4)cc2)n1	-5.3	nt	nt
CCOc1ccc(C(=O)Nc2ccc3c(c2)OCO3)cc1OCC	-25.7	-0.18	-0.32
O=C1Cc2ccccc2C(c2ccccc2)N1 (configuration not stated)	-100.0	0.1	-0.58
COC(=O)c1sccc1NC(=O)c1ccco1	-168.8	nt	nt
CC(Oc1ccc(Cl)cc1)C(=O)/C=C/N(C)C (configuration not stated)	-62.2	1.59	0.93
CC(=O)Nc1cc(-c2nn(C)c(=O)c3ccccc23)ccc1N1CCOCC1	3.7	0.43	-0.27
CCN1CCN(CC(=O)c2c[nH]c3ccc(C)cc23)CC1	-20.7	0.8	0.47
O=C(CSc1nc2c(c(C(F)(F)F)n1)CCc1ccccc1-2)NCc1ccccc1	26.3	-0.94	-0.17
Cc1sc2nc(C(C)C)oc(=O)c2c1C	48.1	1.01	1.35
CCOC(=O)C1CCN(C/C=C/c2ccccc2OC)CC1	-16.7	0.01	0.1
c1ccc(SCCc2ccncc2)cc1	44.7	0.29	0.28
CCC(C#CCN1CCOCC1)(CC)OCCC#N	-3.0	0.47	0.11

As entered above.
sdo1 growth Rescue 24 h, `CCOc1ccc(C(=O)Nc2ccc3c(c2)OCO3)cc1OCC` reads -0.32
Insulin prom inh, `O=C(CSc1nc2c(c(C(F)(F)F)n1)CCc1ccccc1-2)NCc1ccccc1` reads 26.3
sdo1 growth, `CCC(C#CCN1CCOCC1)(CC)OCCC#N` reads 0.47
